LAP4-GFP MLPCN: alters LAP4-GFP fluorescence in TOR pathway yeast screen | S. cerevisiae LAP4-GFP multiplex, flow cytometry GFP, 3 h; median GFP as percent of DMSO wells | GFP response vs DMSO, % at 10 µM | hit rate 0.34% among 320,000 | AID 2023;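 active = GFP response vs DMSO above a set limit, about the screen mean plus 3 SD, cut at about 150% in these data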
RPL19A-GFP yeast: modulators of TOR pathway RPL19A-GFP in S. cerevisiae; S. cerevisiae RPL19A-GFP strain, flow cytometry, 3 h; stronger effect = lower value; percent response vs DMSO, % at 10 µM; hit rate 0.3% among 330,000;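 active = percent response vs DMSO below 50%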;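 note: median channel GFP fluorescence of the barcoded RPL19A-GFP strain; ratio of sample median GFP to plate DMSO average so 100% = DMSO; lower means less RPL19A-GFP as with rapamycin TOR inhibition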
proCasp7 act: counter-screen for procaspase-3 activators: activators of human procaspase-7. AID 463210. activation, % at 8.5 µM. P55210. hit rate 0.093% among 330,000. recombinant procaspase-7, Ac-DEVD-pNA absorbance 405 nm; D23A/D198A/D206A triple mutant, cannot self-cleave; scale: DMSO 0, 5 µM enzyme 100;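 active = percent activation above the screen-wide mean plus 3 SD, cut at about 25% in these data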
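System: Procaspase-7 triple mutant (PC-7 D3A); measure: % activation from two-timepoint absorbance difference, scaled to controls; times: 1 h compound preincubation, 2 h substrate cleavage, 25 °C; also added: Ac-DEVD-pNA substrate, 400 µM as added; measured by: Epi-absorbance of released pNA at 405 nm, two timepoints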
MEP2-GFP yeast: yeast TOR pathway MEP2-GFP modulation; GFP response vs DMSO, % at 10 µM; S. cerevisiae MEP2-GFP strain, flow cytometry GFP, 3 h; 100% = DMSO control level; hit rate 0.51% among 330,000;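 active = GFP response versus DMSO above a set limit, roughly screen mean plus 3 SD, cut at about 180% in these data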;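 note: median GFP fluorescence of the barcode-gated MEP2-GFP cells per well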
AHR act: activates the human aryl hydrocarbon receptor; activation, % at 5 µM; hit rate 2.5% among 320,000; AHR-responsive luciferase reporter cells, luminescence; P35869; in the data active = activation above about 47%;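 note: 0% = vehicle wells and 100% = reference agonist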
EBNA-1 inh: blocks EBNA-1 binding to DNA; EBNA-1 DNA binding, fluorescence polarization; inhibition, % at 14.8 µM; hit rate 0.34% among 300,000; in the data active = inhibition above about 28%
ZTA DNA inh: ZTA (EBV) inhibition in EBNA-1 counter-screen; inhibition, % at 11 µM; hit rate 0.15% among 320,000; P03206; ZTA-DNA binding, fluorescence polarization; AID 2234; in the data active = inhibition above about 33%
procasp3 activ: procaspase-3 (human) activation; activation, % at 8.5 µM; hit rate 0.11% among 330,000; P42574; recombinant procaspase-3 D3A, Ac-DEVD-pNA absorbance 405 nm;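 active = activation above the mean of all tested compounds plus 3 SD, cut at about 21% in these data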;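 note: 0% = DMSO alone and 100% = DMSO wells spiked with extra 5 µM PC-3 D3A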
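Assay system – Procaspase-3 D3A mutant · Benchmarks – DMSO low control, extra-enzyme high control · Technique – 405 nm absorbance of p-nitroaniline, reads at 0 and 120 min · Doses – 8.5 µM nominal · Measure – % activation between DMSO and enzyme-spiked controls · Also added – Ac-DEVD-pNA chromogenic peptide substrate · Schedule – 1 h compound preincubation, 2 h substrate hydrolysis at 25 °C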
* hit, by the source's call. Rows were taken by chance; about 3.8% have a hit in one of these screens.

`CCc1ccc(N/C(N)=N/c2nc(CSc3ncccn3)cc(=O)[nH]2)cc1` gave LAP4-GFP MLPCN 107, RPL19A-GFP yeast 95, proCasp7 act 10, MEP2-GFP yeast 103, AHR act 50*, EBNA-1 inh 6, ZTA DNA inh -7 and procasp3 activ 8.
COc1ccc(C(=O)N/C(=C\c2cc(OC)c(OC)cc2[N+](=O)[O-])C(=O)NCCO)cc1 was read as LAP4-GFP MLPCN 115, RPL19A-GFP yeast 105, proCasp7 act 4, MEP2-GFP yeast 112, AHR act 0, EBNA-1 inh 8, ZTA DNA inh 12 and procasp3 activ -2.
`O=C(Nc1ccc(N2CCN(C(=O)c3ccco3)CC2)cc1)c1ccc([N+](=O)[O-])cc1Cl` gave LAP4-GFP MLPCN 105, RPL19A-GFP yeast 101, proCasp7 act -2, MEP2-GFP yeast 99, AHR act -5, EBNA-1 inh -3, ZTA DNA inh -12 and procasp3 activ 7.
O=C(Oc1ccccc1)c1cccc(COC(=O)c2cnccn2)c1 was read as LAP4-GFP MLPCN 100, RPL19A-GFP yeast 95, proCasp7 act 2, MEP2-GFP yeast 95, AHR act 0, EBNA-1 inh 2, ZTA DNA inh -14 and procasp3 activ 5.
Screening CC(/C=C/c1ccco1)=N/NC(=O)OC(C)(C)C returned LAP4-GFP MLPCN 94, RPL19A-GFP yeast 104, proCasp7 act 0, MEP2-GFP yeast 104, AHR act 5, EBNA-1 inh -12, ZTA DNA inh -9 and procasp3 activ 2.
COc1ccc2c(c1)c1ccccc1n2C was read as LAP4-GFP MLPCN 84, RPL19A-GFP yeast 104, proCasp7 act 4, MEP2-GFP yeast 100, AHR act -10, EBNA-1 inh -9, ZTA DNA inh 9 and procasp3 activ 6.
`COC(=O)/C(C#N)=C/c1c(N2CCN(C)CC2)nc2ccccn2c1=O` gave LAP4-GFP MLPCN 95, RPL19A-GFP yeast 106, proCasp7 act -7, MEP2-GFP yeast 107, AHR act 2, EBNA-1 inh -2, ZTA DNA inh -1 and procasp3 activ 4.
Screening CC1=C(C(=O)Nc2ccccc2C)C(c2ccc(C)o2)N2C(=O)CSC2=N1 (stereo not given) returned LAP4-GFP MLPCN 93, RPL19A-GFP yeast 98, proCasp7 act -7, MEP2-GFP yeast 106, AHR act -1, EBNA-1 inh 12, ZTA DNA inh 21 and procasp3 activ 7.
Screening O=C(COC(=O)CC1CC2CCC1C2)Nc1ccc(Cl)c(S(=O)(=O)N2CCOCC2)c1 (stereo not given) returned LAP4-GFP MLPCN 100, RPL19A-GFP yeast 103, proCasp7 act -1, MEP2-GFP yeast 98, AHR act 1, ZTA DNA inh -14 and procasp3 activ -2.
For O=C(c1sccc1Br)N1CCN(Cc2ccc3c(c2)OCO3)CC1 the results were RPL19A-GFP yeast 98, proCasp7 act 11, MEP2-GFP yeast 102, AHR act 1, EBNA-1 inh 0, ZTA DNA inh -17 and procasp3 activ -13.
Screening COc1cc(/C=C2/NC(=O)N(c3cccc(Cl)c3)C2=O)ccc1O returned LAP4-GFP MLPCN 101, RPL19A-GFP yeast 105, proCasp7 act -10, MEP2-GFP yeast 105, AHR act -7, EBNA-1 inh 7, ZTA DNA inh -21 and procasp3 activ 5.
`COCCCN(C(=O)c1cc2c(s1)CCC2)c1c(N)n(Cc2ccccc2)c(=O)[nH]c1=O` gave LAP4-GFP MLPCN 96, RPL19A-GFP yeast 100, proCasp7 act 4, MEP2-GFP yeast 102, AHR act -1, EBNA-1 inh 4, ZTA DNA inh 11 and procasp3 activ -2.
CC(C)C[C@H](NC(=O)c1[nH]cnc1C(=O)Nc1ccc(CNC(=O)OC(C)(C)C)cc1)C(=O)OCc1ccccc1 was read as LAP4-GFP MLPCN 120, RPL19A-GFP yeast 103, proCasp7 act -1, MEP2-GFP yeast 97, AHR act 4, EBNA-1 inh 6, ZTA DNA inh 7 and procasp3 activ -1.
`O=C(NC1CC2CCC(C1)N2C(=O)NCc1ccccc1)C1CC1` (stereo not given) gave LAP4-GFP MLPCN 100, RPL19A-GFP yeast 106, proCasp7 act 1, MEP2-GFP yeast 97, AHR act 4, EBNA-1 inh -16, ZTA DNA inh 5 and procasp3 activ 1.
CC(C)Sc1nc2c(cnn2-c2ccc(Cl)cc2)c(=O)[nH]1 was read as LAP4-GFP MLPCN 97, RPL19A-GFP yeast 99, proCasp7 act 6, MEP2-GFP yeast 111, AHR act 1, EBNA-1 inh 3, ZTA DNA inh -4 and procasp3 activ 4.
For O=C(COC(=O)c1n[nH]c2ccccc12)NCCc1ccccc1 the results were LAP4-GFP MLPCN 100, RPL19A-GFP yeast 104, proCasp7 act 10, MEP2-GFP yeast 108, AHR act 98* and procasp3 activ 5.
`O=C(OCn1nnc2ccccc2c1=O)c1ccc2c(=O)n3c(nc2c1)CCC3` gave LAP4-GFP MLPCN 93, RPL19A-GFP yeast 100, proCasp7 act -4, MEP2-GFP yeast 99, AHR act 0, EBNA-1 inh 2, ZTA DNA inh 2 and procasp3 activ 2.
`Cc1ccc(S(=O)(=O)/N=c2\ccc(Cl)cn2C(F)F)cc1` gave LAP4-GFP MLPCN 102, RPL19A-GFP yeast 99, proCasp7 act -2, MEP2-GFP yeast 98, AHR act 2, EBNA-1 inh -5, ZTA DNA inh -9 and procasp3 activ 3.
CC(=O)c1c(C)[nH]c(C(=O)NCCc2cccc(C)c2)c1C was read as LAP4-GFP MLPCN 100, RPL19A-GFP yeast 101, proCasp7 act 4, MEP2-GFP yeast 107, AHR act 5, EBNA-1 inh 5, ZTA DNA inh 15 and procasp3 activ 9.
`O=C(NCc1cc(Br)cc(Br)c1OC(=O)c1ccccc1[N+](=O)[O-])c1ccccc1` gave LAP4-GFP MLPCN 96, RPL19A-GFP yeast 100, proCasp7 act 4, MEP2-GFP yeast 100, AHR act 0, EBNA-1 inh 0, ZTA DNA inh 7 and procasp3 activ 6.
Screening CCCCc1nc2cc(C(=O)N3CCCCC3CCNC(C)=O)ccc2o1 (stereo not given) returned LAP4-GFP MLPCN 99, RPL19A-GFP yeast 102, proCasp7 act 2, MEP2-GFP yeast 106, AHR act 0, EBNA-1 inh -8, ZTA DNA inh -8 and procasp3 activ 9.
`O=c1ccnc(SCc2ccccc2Cl)[nH]1` gave LAP4-GFP MLPCN 101, RPL19A-GFP yeast 109, proCasp7 act -13, MEP2-GFP yeast 111, AHR act -1, EBNA-1 inh 7, ZTA DNA inh -5 and procasp3 activ 7.
For Cc1ccc(Cn2c(NC(=O)c3ccco3)nc3ccccc32)cc1 the results were LAP4-GFP MLPCN 104, RPL19A-GFP yeast 103, proCasp7 act 0, MEP2-GFP yeast 96, AHR act 7, EBNA-1 inh -10, ZTA DNA inh 8 and procasp3 activ 0.
`CCOC(CCn1c(SCc2ccc([N+](=O)[O-])cc2)nc2ccccc2c1=O)OCC` gave LAP4-GFP MLPCN 96, RPL19A-GFP yeast 98, proCasp7 act -1, MEP2-GFP yeast 99, AHR act -3, EBNA-1 inh -6, ZTA DNA inh -3 and procasp3 activ -2.
CC(=O)Nc1ccc(S(=O)(=O)N(Cc2ccco2)CC2CCCO2)cc1 (stereo not given) was read as LAP4-GFP MLPCN 94, RPL19A-GFP yeast 99, proCasp7 act -1, MEP2-GFP yeast 98, AHR act 0, EBNA-1 inh -1, ZTA DNA inh 12 and procasp3 activ 0.
For O=C(/C=C/c1ccco1)NCC(=O)N/N=C/c1ccccc1[N+](=O)[O-] the results were LAP4-GFP MLPCN 94, RPL19A-GFP yeast 106, proCasp7 act 6, MEP2-GFP yeast 99, AHR act 3, EBNA-1 inh 4, ZTA DNA inh 14 and procasp3 activ -1.
Screening Cc1cc(C(=O)OCC(=O)Nc2cc(S(=O)(=O)N(C)C)ccc2C)c2ccccc2n1 returned LAP4-GFP MLPCN 94, RPL19A-GFP yeast 97, proCasp7 act 1, MEP2-GFP yeast 96, AHR act 5, EBNA-1 inh 11, ZTA DNA inh 17 and procasp3 activ 0.
Screening CCOC(=O)NC(=O)c1cn(C(CC)CO)c(=O)[nH]c1=O (stereo not given) returned LAP4-GFP MLPCN 78, RPL19A-GFP yeast 102, proCasp7 act 0, MEP2-GFP yeast 94, AHR act -1, EBNA-1 inh -3, ZTA DNA inh -12 and procasp3 activ 6.
Cc1ccc(C(=O)C(=O)c2ccc(C)c(N)c2)cc1N was read as RPL19A-GFP yeast 86, proCasp7 act 7, MEP2-GFP yeast 80, AHR act -2, EBNA-1 inh -7, ZTA DNA inh 4 and procasp3 activ 7.
For O=C(CSc1nncs1)Nc1ccc(S(=O)(=O)N2CCCC2)cc1 the results were LAP4-GFP MLPCN 109, RPL19A-GFP yeast 91, proCasp7 act 0, MEP2-GFP yeast 137, AHR act 0, EBNA-1 inh 2, ZTA DNA inh -7 and procasp3 activ 3.
For O=C(Cc1cccs1)Nc1ccccc1F the results were LAP4-GFP MLPCN 96, RPL19A-GFP yeast 102, proCasp7 act -2, MEP2-GFP yeast 102, AHR act 1, EBNA-1 inh -13, ZTA DNA inh 3 and procasp3 activ 4.
For COc1ccc(-c2nnc(-c3cccs3)o2)cc1OC the results were LAP4-GFP MLPCN 116, RPL19A-GFP yeast 95, proCasp7 act 4, MEP2-GFP yeast 102, AHR act 1, EBNA-1 inh 7, ZTA DNA inh 0 and procasp3 activ 4.
CCOC(=O)c1ccc(N2C(=O)CC(N(C)Cc3ccccc3)C2=O)cc1 (stereo not given) was read as LAP4-GFP MLPCN 96, RPL19A-GFP yeast 93, proCasp7 act 4, MEP2-GFP yeast 99, AHR act 0, EBNA-1 inh 5, ZTA DNA inh -9 and procasp3 activ -16.
`COc1cccc(C(=O)Nc2cccc(-c3ccc4nncn4n3)c2)c1OC` gave LAP4-GFP MLPCN 109, RPL19A-GFP yeast 104, proCasp7 act -2, MEP2-GFP yeast 102, AHR act 4, EBNA-1 inh -9, ZTA DNA inh 6 and procasp3 activ 1.

Random excerpt: five records from the list, in no set order.
CCOC(=O)c1ccc(N2C(=O)CC(N(C)Cc3ccccc3)C2=O)cc1 (stereo not given) was read as LAP4-GFP MLPCN 96, RPL19A-GFP yeast 93, proCasp7 act 4, MEP2-GFP yeast 99, AHR act 0, EBNA-1 inh 5, ZTA DNA inh -9 and procasp3 activ -16.
For O=C(CSc1nncs1)Nc1ccc(S(=O)(=O)N2CCCC2)cc1 the results were LAP4-GFP MLPCN 109, RPL19A-GFP yeast 91, proCasp7 act 0, MEP2-GFP yeast 137, AHR act 0, EBNA-1 inh 2, ZTA DNA inh -7 and procasp3 activ 3.
Screening Cc1cc(C(=O)OCC(=O)Nc2cc(S(=O)(=O)N(C)C)ccc2C)c2ccccc2n1 returned LAP4-GFP MLPCN 94, RPL19A-GFP yeast 97, proCasp7 act 1, MEP2-GFP yeast 96, AHR act 5, EBNA-1 inh 11, ZTA DNA inh 17 and procasp3 activ 0.
For Cc1ccc(Cn2c(NC(=O)c3ccco3)nc3ccccc32)cc1 the results were LAP4-GFP MLPCN 104, RPL19A-GFP yeast 103, proCasp7 act 0, MEP2-GFP yeast 96, AHR act 7, EBNA-1 inh -10, ZTA DNA inh 8 and procasp3 activ 0.
Screening CCCCc1nc2cc(C(=O)N3CCCCC3CCNC(C)=O)ccc2o1 (stereo not given) returned LAP4-GFP MLPCN 99, RPL19A-GFP yeast 102, proCasp7 act 2, MEP2-GFP yeast 106, AHR act 0, EBNA-1 inh -8, ZTA DNA inh -8 and procasp3 activ 9.
